PKM2 act: increases activity of human pyruvate kinase M2. purified PKM2, Kinase-Glo ATP luminescence, activation; response scale: 0% is enzyme alone, no compound. Potency, µM (titrated, usually from 57.5 µM), for inactives: at the top dose activation, hits mostly activators. 260,000 compounds, 0.34% hits; also: potency is read from the fitted curve at half-maximal effect; % is scaled to controls: 0 for no effect and ±100 for the full control effect; nearly all actives have a fitted effect of over 55% in size
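Kinase-Glo luminescence reports ATP generated from ADP (0.1 mM) and PEP (0.5 mM) by purified hPK-M2 after 1 h at room temperature, pH 7.2 imidazole buffer; intermediate enzyme activity allows detecting inhibitors and activators.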
B2AR arrestin: agonists driving beta-arrestin recruitment to human beta2-adrenergic receptor; 330,000 compounds, 0.02% hits; beta-arrestin recruitment to beta2AR, cell-based reporter; Potency, µM (series often up to 46.1 µM), for inactives: at the highest dose activation, actives largely listed as activators; AID 492947;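 also: potency is read from the fitted curve at half-maximal effect; 0% = DMSO controls and full agonism = EC100 isoproterenol or metaproterenol; nearly all actives have a fitted effect of over 65% in size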
Giardia kill: Giardia lamblia killing; Giardia lamblia trophozoite viability; activity change, % at 7.66 µM, hits read low; 340,000 compounds, 0.15% hits; AID 540267; in the data active = activity change below about -80%; inconclusive = between about -30% and that limit;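 also: parasites exposed to compound for two days anaerobically before the ATP read; % is scaled to controls: 0 for no effect and ±100 for the full control effect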
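Giardia lamblia trophozoites (100 cells/well) were incubated with compounds for 48 h at 37 deg C under anaerobic conditions. Viability was read as ATP content by one-step luminescence after 15-30 min at room temperature.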
ASM inhibitor: inhibitors of human secretory acid sphingomyelinase; placental ASM, HMU-PC fluorogenic substrate, 60 min; Potency, µM (titrated, usually from 57.5 µM), for the others: top-dose activity change, negative = inhibition, actives largely listed as inhibitors; 340,000 compounds, 0.006% hits; AID 504937; also: potency is read from the fitted curve at half-maximal effect
Target sequence (P17405 47-631 limits assumed): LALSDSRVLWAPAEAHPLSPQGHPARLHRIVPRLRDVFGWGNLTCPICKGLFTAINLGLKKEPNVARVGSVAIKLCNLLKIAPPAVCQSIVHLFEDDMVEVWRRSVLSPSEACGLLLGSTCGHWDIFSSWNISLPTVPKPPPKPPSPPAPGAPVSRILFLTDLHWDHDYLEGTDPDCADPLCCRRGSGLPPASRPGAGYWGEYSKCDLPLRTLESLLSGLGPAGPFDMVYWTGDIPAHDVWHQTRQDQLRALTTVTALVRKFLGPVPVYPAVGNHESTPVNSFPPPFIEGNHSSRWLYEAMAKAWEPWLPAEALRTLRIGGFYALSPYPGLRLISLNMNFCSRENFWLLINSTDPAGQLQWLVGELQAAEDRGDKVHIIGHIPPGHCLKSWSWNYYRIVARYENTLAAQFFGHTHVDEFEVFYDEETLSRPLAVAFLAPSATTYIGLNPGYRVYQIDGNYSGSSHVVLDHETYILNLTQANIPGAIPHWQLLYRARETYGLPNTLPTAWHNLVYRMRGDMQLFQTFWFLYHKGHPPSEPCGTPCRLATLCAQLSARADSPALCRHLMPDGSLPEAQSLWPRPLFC
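Human placenta-derived ASM enzyme was preincubated with compound for 10 minutes at room temperature, then given fluorogenic substrate HMU-PC0 (9 uM final) for 60 minutes at 37 °C; a pH 10 stop preceded fluorescence reading at Ex 386/Em 447 nm.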
Menin MLL FP TR: menin-MLL binding inhibition, Texas Red mutant peptide; Potency, µM (highest dose often 61.6 µM), inactives show at the highest dose FP activity change, negative = inhibition, most hits filed as inhibitors; O00255; 270,000 compounds, 0.23% hits; Menin + Texas Red MLL mutant peptide, fluorescence polarization; active = well fitted inhibition curve with a large enough effect in the polarisation, with a control signal flat, not every such curve was filed as active; inconclusive = small, poorly fitted or top-dose-only effect, or effect the other way, or a change in a side signal; inactive = no such curve, though single readings can be large or run the other way; the % refers to the polarisation; also: potency is read from the fitted curve at half-maximal effect; % of control where 0% means no effect; many of its hits are not listed in these tables
Tb PFK block: inhibitors of T. brucei phosphofructokinase; O15648; T. brucei PFK, ADP-Glo luminescence; Potency, µM (titrated, usually from 57.5 µM), without a hit: top-dose activity, negative = inhibition, usual class: inhibitors; 330,000 compounds, 0.17% hits;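 also: potency is read from the fitted curve at half-maximal effect; 0% = uninhibited 1x PFK enzyme wells and -100% = no-enzyme wells; nearly all actives have a fitted effect of over 60% in size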
Target sequence (O15648 whole entry, looked up): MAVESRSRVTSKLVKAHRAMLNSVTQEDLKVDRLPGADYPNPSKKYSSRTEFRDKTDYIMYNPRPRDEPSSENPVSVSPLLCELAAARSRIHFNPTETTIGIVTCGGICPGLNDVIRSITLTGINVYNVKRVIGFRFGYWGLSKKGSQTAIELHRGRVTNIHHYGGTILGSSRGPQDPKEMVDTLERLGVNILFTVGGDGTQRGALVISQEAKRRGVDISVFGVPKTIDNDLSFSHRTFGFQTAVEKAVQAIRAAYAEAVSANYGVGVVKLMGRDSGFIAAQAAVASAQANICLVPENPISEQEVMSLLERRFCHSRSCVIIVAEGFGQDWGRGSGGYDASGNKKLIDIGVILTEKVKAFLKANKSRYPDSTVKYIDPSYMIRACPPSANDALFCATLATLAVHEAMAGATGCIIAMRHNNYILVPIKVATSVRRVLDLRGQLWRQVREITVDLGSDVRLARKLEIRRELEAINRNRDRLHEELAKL
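Activity is normalized to no-enzyme wells (full inhibition) and 1.25 nM enzyme wells (no inhibition). Reaction: 0.5 mM F6P, 0.1 mM ATP, 45 min RT, ADP-Glo luminescence; concentration-response curves fitted and classed by quality.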
GALK inh: inhibitors of human galactokinase; Potency, µM (doses to about 57.5 µM), inactives show at the top dose activity change, negative = inhibition, usual class: inhibitors; 270,000 compounds, 0.007% hits; Purified GALK, Kinase-Glo residual ATP luminescence; also: potency is read from the fitted curve at half-maximal effect; % is scaled to controls: 0 for no effect and ±100 for the full control effect
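Luminescence from leftover ATP (Ultra-Glo luciferase/luciferin) served as read-out after a 1 h room-temperature reaction of 5 nM GALK with 35 uM ATP and 100 uM galactose.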
TSG101-PTAP inh: blocks PTAP/TSG101 interaction to inhibit HIV-1 budding; Q99816; Fluorescence polarization, FITC-PTAP peptide / Tsg101 binding; Potency, µM (doses to about 115 µM), without a hit: top-dose activity change, negative = inhibition, most hits filed as inhibitors; 340,000 tested, under 10 active; active = well fitted inhibition curve with a large enough effect in the main read-out, with a control signal flat, not every such curve was filed as active; inconclusive = small, poorly fitted or top-dose-only effect, or effect the other way, or a change in a side signal; inactive = no such curve, though single readings can be large or run the other way; also: potency is read from the fitted curve at half-maximal effect; % of control where 0% means no effect
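Fluorescence polarization binding of Tsg101 binding domain (10 uM final) to FITC-labeled PTAP peptide (50 nM final) in HEPES pH 7.5 buffer with NaCl, Tween 20, EDTA, TCEP. Compounds added before peptide; binding 20 min at RT.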
a7 integrin act: activators of alpha7 integrin expression for muscular dystrophy. alpha7betagal myoblasts, beta-gal FDG fluorescence, 48 h. 350,000 compounds, 0.064% hits. Potency, µM (highest dose often 38.3 µM), for inactives: at the highest dose activation, actives largely listed as activators;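 also: potency is read from the fitted curve at half-maximal effect; 100% = response of the positive control SU9516; nearly all actives have a fitted effect of over 60% in size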
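Alpha7betagal+/- myoblasts (passage 13) were plated 16-24 hr, then exposed to compounds (1:260 dilution of DMSO stock) for 48 hours at 37C. After MPER lysis, β-galactosidase reporter activity was read as FDG fluorescence (ex 480/em 540) after 30 minutes.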
BCR signal inh: blocks chronic active B-cell receptor signaling; Potency, µM (top dose mostly 46.1 µM), for inactives: top-dose ratio change, negative = lower green/red ratio, hits mostly inhibitors; AID 493014; 340,000 compounds, 0.05% hits; ABC-DLBCL IkBa-CBG/CBR reporter, luminescence ratio, 4 h; active = well fitted inhibition curve with a large enough effect in the signal ratio, with a control signal flat, not every such curve was filed as active; inconclusive = small, poorly fitted or top-dose-only effect, or effect the other way, or a change in a side signal; the % refers to the signal ratio;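 also: potency is read from the fitted curve at half-maximal effect; plate controls were basal doxycycline-induced cells for no effect and cells given 10 µM MG132 for full effect; MG132 reads +100%, hits lower the ratio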
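Cell line TMD8 (human ABC DLBCL), stably expressing tet-inducible CBG68-IkBa fusion and CBR; IMDM/0.5% FBS; cpd up to 46 uM; dox induction, 4 h, 37C/5% CO2; dual luminescence; green/red ratio; MG132 control.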
FBPA coupling cs: inhibits coupling enzyme system, counter-screen for aldolase hits | coupling enzyme system counterscreen, AmpLite Red fluorescence | AID 2472 | activity change, negative = inhibition, % at 58.2 µM, hits read low | 290,000 compounds, 0.67% hits; in the data active = activity change below about -30%; also: % is scaled to controls: 0 for no effect and ±100 for the full control effect
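Counterscreen lacking aldolase: glyceraldehyde-3-phosphate coupling-enzyme reagent preincubated 10 min at RT with compound (at 57.5 uM final), then substrate/coupling system with AmpLite Red added; fluorescence read at 525/598 nm after 20 min RT.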
Numbers without * were called inactive; ? = inconclusive; nt = no result given; [ ] = remark or other dose. Unless noted, calls follow the shape of the dose curve; as a rule, active = well fitted curve in the direction sought with a large enough effect; inconclusive = small, poorly fitted or top-dose-only effect, or another doubt; inactive = no such curve, though single readings can be large; an effect the other way counts as inactive or inconclusive. A portion of the library. The share of hits here may be higher or lower than overall.

item	molecule	PKM2 act	B2AR arrestin	Giardia kill	ASM inhibitor	Menin MLL FP TR	Tb PFK block
1	c1ccc(C[C@H]2CN=C(Nc3ccccc3)N2CCC2CCCC2)cc1	nt	0.3%	8	-6%	nt	4%
2	CCOC(=O)C(C)Oc1cccc2c(=O)n(CC(=O)NCc3ccc(F)cc3)ccc12 (stereo not given)	1%	-1.1%	-12	4%	nt	-4%
3	Cc1cc(C)n(S(=O)(=O)c2cccc(Cl)c2Cl)n1	21%	0.2%	-15	-2%	2%	-1%
4	Cc1ccc(-c2nnn(CCOc3cccc(Br)c3)n2)cc1	-2%	-0.3%	1	-2%	-16%	0%
5	O=C(NCCCN1CCOCC1)c1ccc2c(=O)n(Cc3ccc(Cl)cc3)c(=S)[nH]c2c1	-1%[0.46 µM]	0.3%	12	?	33%[activator]	3%
6	O=C(NCc1cccs1)c1ccc(Br)o1	-16%	-2.0%	3	-5%	-1%	0%
7	Cc1cc(C)cc(OCC(=O)Nc2nc(-c3cccnc3)cs2)c1	-10%	-0.9%	-7	-1%	22%	-25%
8	Cc1ccc(-n2ncc(Cl)c2C(=O)NCc2ccccc2)cc1	nt	-0.1%	9	-7%	?	3%
9	COc1ccc(NC(=O)C(=O)NCCC2=CCCCC2)c(OC)c1	3%	-0.6%	21	4%	4%	-1%
10	NC(=O)C1CCCN(C(=O)c2ccc3nc(Cc4cccc(Cl)c4)oc3c2)C1 (stereo not given)	nt	0.1%	-10	-2%	-16%	-23%

item	GALK inh	TSG101-PTAP inh	a7 integrin act	BCR signal inh	FBPA coupling cs
1	nt	3%	-32%	?	nt
2	0%	-1%	-6%	?	1
3	-2%	-7%	-13%	-2%	-10
4	0%	-3%	3%	?	-1
5	-1%	0%	-49%[inhibitor]	8%	9
6	2%	-1%	-32%	-3%	1
7	9%	-5%	9%	0%	0
8	0%	0%	-20%	?	-1
9	0%	-2%	1%	0%	4
10	-1%	0%	?	?	-3

Continued (four carried over from the part before).
item	molecule	PKM2 act	B2AR arrestin	Giardia kill	ASM inhibitor	Menin MLL FP TR	Tb PFK block
7	Cc1cc(C)cc(OCC(=O)Nc2nc(-c3cccnc3)cs2)c1	-10%	-0.9%	-7	-1%	22%	-25%
8	Cc1ccc(-n2ncc(Cl)c2C(=O)NCc2ccccc2)cc1	nt	-0.1%	9	-7%	?	3%
9	COc1ccc(NC(=O)C(=O)NCCC2=CCCCC2)c(OC)c1	3%	-0.6%	21	4%	4%	-1%
10	NC(=O)C1CCCN(C(=O)c2ccc3nc(Cc4cccc(Cl)c4)oc3c2)C1 (stereo not given)	nt	0.1%	-10	-2%	-16%	-23%
11	Cc1ccc(S(=O)(=O)NCCC2(C(C)C)CCOC(C)(C)C2)cc1 (stereo not given)	4%	-0.6%	-7	2%	-13%	-1%
12	Cc1ccc(C(=O)NC(C)c2ccc(-n3ccnc3)cc2)cc1S(=O)(=O)N1CCOCC1 (stereo not given)	nt	-0.1%	-13	4%	nt	0%
13	N=C1/C(=C/c2ccc(-c3cccc(C(=O)O)c3)o2)C(=O)N=C2SC=C(c3ccccc3)N12	-4%	0.2%	-5	-10%	?	-1%
14	CC(O)CNC12CC3CC(CC(C3)C1)C2 (stereo not given)	0%	-0.1%	8	-3%	-23%	0%
15	Cc1cc(NC(=O)c2coc(=O)c(Br)c2)ccc1C(C)C	2%	2.6%	-11	205%[activator]	nt	6%
16	CCOc1ccc(N2C(=O)Cc3ccccc3C2=O)cc1	26%	-1.0%	0	148%	41%[activator]	0%
17	COC(=O)C(OC(=O)c1ccccc1)C(C)Br (stereo not given)	nt	-1.3%	-12	0%	nt	2%
18	CC(C)(C)c1cc(C(=O)NCc2cc(F)cc3c2OCOC3)n(Cc2ccccc2)n1	-9%	0.6%	-22	-1%	nt	1%
19	Cc1cccc(C)c1NC(=O)CN1CCN(CC(=O)c2cc(C)n(C3CC3)c2C)CC1	nt	0.1%	5	5%	nt	-1%
20	COC(=O)C(CCCCNC(=O)OCc1ccccc1)NC(=O)CN (stereo not given)	4%	0.5%	-29	-1%	0%	-1%

item	GALK inh	TSG101-PTAP inh	a7 integrin act	BCR signal inh	FBPA coupling cs
7	9%	-5%	9%	0%	0
8	0%	0%	-20%	?	-1
9	0%	-2%	1%	0%	4
10	-1%	0%	?	?	-3
11	-7%	-7%	27%	0%	0
12	nt	0%	-19%	-1%	nt
13	-4%	4%	17%	-8%	-10
14	0%	-2%	0%	2%	1
15	1%	-1%	-22%	?	5
16	8%	0%	-6%	1%	-1
17	nt	nt	16%	0%	nt
18	nt	-1%	15%	?	1
19	nt	-3%	-45%	-2%	nt
20	0%	-3%	-22%	1%	4

The list continues:
item	molecule	PKM2 act	B2AR arrestin	Giardia kill	ASM inhibitor	Menin MLL FP TR	Tb PFK block
21	COc1ccc(C(=O)COC(=O)CCN=C2NS(=O)(=O)c3ccccc32)cc1OC	-1%	-0.3%	8	2%	1%	3%
22	CC(=O)Nc1ccc(S(=O)(=O)N2CCN(S(=O)(=O)N3CCCCCC3)CC2)cc1	5%	-1.0%	4	-2%	-3%	0%
23	Cc1ccc(OCCN(C)C(=O)C2CCC(=O)N(CC3CCCCC3)C2)cc1 (stereo not given)	nt	0.1%	3	-1%	-25%	-2%
24	CCOc1ccc(-n2c(C)cc(/C=N\NC(=O)CC(=O)NC3CCCCC3)c2C)cc1	-2%	-0.8%	13	-5%	-14%	8%
25	COc1ccc(NC(=O)c2ccc3c(=O)n(Cc4ccco4)c(=S)[nH]c3c2)c(OC)c1	0%	0.2%	0	-6%	47%[activator]	-3%[0.46 µM]
26	CCCC(=O)N(Cc1cc2cc(C)ccc2[nH]c1=O)c1ccccc1OC	-3%	0.2%	?	-1%	-9%	-7%
27	CC(C)SCC(=O)Nc1ncc2c(n1)-c1ccccc1CC2	2%	-0.2%	0	23%	-7%	0%
28	CCOC(=O)c1c(NC(=O)c2cc(-c3ccc(Cl)s3)nc3ccccc23)sc(C(N)=O)c1C	0%	-0.3%	-8	11%	15%	1%
29	COc1ccc(/C=N/NC(=O)c2ccn[nH]2)cc1Cn1nc(C)c([N+](=O)[O-])c1C	-2%	-1.1%	24	-10%	nt	-5%
30	COc1ccc(C2=NOC(Cn3nc(C(=O)NCc4ccco4)cc3-c3ccccc3)C2)cc1 (stereo not given)	nt	0.2%	11	-8%	nt	0%

item	GALK inh	TSG101-PTAP inh	a7 integrin act	BCR signal inh	FBPA coupling cs
21	1%	-4%	10%	-9%	0
22	0%	1%	-1%	?	-1
23	2%	-7%	-12%	6%	3
24	-4%	-2%	-8%	2%	2
25	-1%	-4%	-1%	5%	0
26	1%	-4%	13%	11%	0
27	6%	-18%	42%	17%	-4
28	0%	2%	4%	?	2
29	-2%	-9%	-10%	?	4
30	nt	-6%	-32%	0%	nt

Other compounds:
item	molecule	PKM2 act	B2AR arrestin	Giardia kill	ASM inhibitor	Menin MLL FP TR	Tb PFK block
31	CC1(C)OC(=O)C(=CSc2ccc(C(C)(C)C)cc2)C(=O)O1	-2%	0.3%	9	-2%	4%	3%
32	CSc1ccccc1NC(=O)CN1CCCCC1C (stereo not given)	6%	0.0%	19	-1%	-24%	-1%
33	CC1CCCN(c2nc3c(c(=O)n(C)c(=O)n3C)n2CCSc2nc3ccccc3o2)C1 (stereo not given)	-1%	-0.5%	-4	-1%	20%	-5%
34	COc1ccc(C(=O)n2nc(-c3ccco3)nc2N)cc1OC	-4%	0.3%	-3	4%	3%	-7%

item	GALK inh	TSG101-PTAP inh	a7 integrin act	BCR signal inh	FBPA coupling cs
31	-2%	-1%	-17%	2%	-1
32	2%	-1%	1%	4%	1
33	1%	-10%	4%	1%	0
34	-1%	-2%	0%	?	-1

Bioassay records from PubChem.
